EBV gp42 inh = EBV gp42 inhibition; Q1HVG2; Fluorescence polarization binding assay, mP read-out; inhibition, % (tested at 21.74 µM); actives 0.42% (n = 220,000); AID 1085; in the data active means inhibition above about 50%
Target sequence (Q1HVG2 whole entry, looked up): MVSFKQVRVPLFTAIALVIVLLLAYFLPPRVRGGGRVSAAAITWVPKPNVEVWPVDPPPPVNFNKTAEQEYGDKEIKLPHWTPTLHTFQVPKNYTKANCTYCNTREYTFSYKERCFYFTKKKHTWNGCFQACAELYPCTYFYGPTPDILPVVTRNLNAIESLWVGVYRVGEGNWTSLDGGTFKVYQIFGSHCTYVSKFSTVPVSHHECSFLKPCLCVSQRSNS
eIF4E 4G PPI = inhibitors of eIF4E and eIF4G interaction in translation initiation; inhibition, % at 21.7 µM; TR-FRET eIF4E-eIF4GI(517-606) binding, 2 h; P63073+Q04637; actives 0.37% (n = 220,000); AID 782;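 active means inhibition above about 30%, limit read from the data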;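 further: 0% = full FRET control wells and 100% = background wells lacking eIF4GI fragment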
Mdm2 ligase inh = blocks human Mdm2 ubiquitin ligase activity | Q00987 | cell-based MDM2 ubiquitination luciferase reporter, 2 h; 0 = plate control, 100 = twice control, blank-subtracted | actives 0.11% (n = 210,000) | signal enhancement, % at 5 µM;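 active means signal enhancement of 30% or more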;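 further: luminescence tracks abundance of the self-degrading MDM2-luciferase fusion protein; higher signal means inhibition of MDM2 E3 ligase activity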
Target sequence (Q00987 whole entry, looked up, the tested form may be a part): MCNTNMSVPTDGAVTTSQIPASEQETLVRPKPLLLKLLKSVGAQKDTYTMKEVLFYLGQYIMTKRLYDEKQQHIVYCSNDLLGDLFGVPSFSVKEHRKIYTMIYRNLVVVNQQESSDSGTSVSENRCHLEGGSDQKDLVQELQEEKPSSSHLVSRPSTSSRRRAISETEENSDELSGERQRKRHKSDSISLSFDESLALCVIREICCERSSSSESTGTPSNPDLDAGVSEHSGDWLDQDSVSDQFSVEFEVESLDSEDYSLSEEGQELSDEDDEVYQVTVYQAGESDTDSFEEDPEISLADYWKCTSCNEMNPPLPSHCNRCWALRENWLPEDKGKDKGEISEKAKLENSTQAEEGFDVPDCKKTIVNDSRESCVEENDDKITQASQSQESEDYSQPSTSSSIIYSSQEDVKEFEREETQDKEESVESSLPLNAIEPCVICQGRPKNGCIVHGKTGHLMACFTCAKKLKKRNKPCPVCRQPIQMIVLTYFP
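system = mammalian cells stably expressing self-ubiquitinating, self-degrading MDM2 E3–luciferase fusion | quantity = 2000 cells per well seeded | incubation = 4 h cell settling then 2 h compound exposure, 37 °C | signal = SteadyLite luminescence, 15 min reagent step | benchmarks = plate control and blank wells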
TNF death inh = blocks TNF-alpha induced death of Jurkat FADD-/- cells. Jurkat FADD-/- TNF necroptosis rescue, ATP luminescence, 24 h; 0 = TNF only, 100 = no-TNF cells. activation (protection from cell death), % at 10 µM. actives 0.068% (n = 220,000);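 active means activation, meaning protection from cell death, of at least 50% relative to plate controls; inactive means activation below 50%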;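 further: necroptosis triggered by 40 ng/mL TNF-alpha added together with compound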
Rad51 HR inh = blocks human Rad51 in homologous recombination | hRad51 DNA strand exchange, fluorescence dequenching | inhibition, % at 10 µM | actives 0.085% (n = 200,000) | AID 1385;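 active means inhibition above 40% at the single screening dose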;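 further: 0% = DMSO control wells and 100% = blanks with heterologous ssDNA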
Target sequence (Q06609 whole entry, looked up): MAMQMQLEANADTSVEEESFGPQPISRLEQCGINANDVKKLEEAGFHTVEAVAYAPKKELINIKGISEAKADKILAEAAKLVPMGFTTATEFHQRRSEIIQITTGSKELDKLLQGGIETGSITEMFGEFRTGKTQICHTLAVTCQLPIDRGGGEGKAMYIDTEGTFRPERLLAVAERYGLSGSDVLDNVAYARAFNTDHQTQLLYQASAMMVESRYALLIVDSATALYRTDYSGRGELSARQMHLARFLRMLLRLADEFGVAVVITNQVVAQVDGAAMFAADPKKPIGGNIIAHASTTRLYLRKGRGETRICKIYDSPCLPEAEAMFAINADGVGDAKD
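Test system: preformed human Rad51 ssDNA filaments. Compound dosing: single dose, 10 µM final compound. Incubation: filaments 15 min 37 °C, then compound 30 min. Technique: FRET fluorescence dequenching, excitation 485 nm, emission 520 nm. Read-out basis: percent inhibition from fluorescence, normalised to plate control and blank means. Benchmarks: plate controls and plate blanks.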
L929 necroptosis = blocks zVAD induced death of L929 cells. viability rescue, % at 10 µM. actives 0.38% (n = 220,000). L929 zVAD necroptosis rescue, ATP luminescence, 24 h; with zVAD 60 µM;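 active means activation, scaled between plate controls, above about 75%, limit read from the data; inactive means activation under that limit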;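 further: 0% = zVAD with DMSO and 100% = DMSO alone without zVAD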
PERK inh = blocks human PERK kinase. inhibition, % at 5.6 µM. actives 0.17% (n = 220,000). AID 1416. CHO PERK-DD fusion, SEAP luminescence translation reporter. Q9NZJ5;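 active means inhibition above the mean inhibition of all tested compounds plus 3 SD, set separately per screening campaign, cut at about 2.9% in these data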;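 further: PERK kinase domain activated by AP20187 dimerizer at 100 nM; 0% = DMSO with dimerizer and 100% = rapamycin at 8.4 µM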
KCC2 mod = modulators of human KCC2 chloride dependent transport; KCC2 cells, thallium flux FluoZin-2 fluorescence; B-score of Tl+ flux slope (higher = more flux/activation; lower = inhibition) at 10 µM; actives 2.2% (n = 190,000); AID 1456;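 active means thallium flux slope and its plate-corrected score both differing from the plate sample mean at a set confidence after two filtering rounds, in either direction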;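 further: slope of fluorescence scaled to starting intensity during 10 to 20 s after thallium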
Calpain2 inh = inhibitors of pig calpain II | purified calpain II, fluorogenic peptide substrate, 30 min | inhibition, % at 16 µM | actives 0.37% (n = 220,000) | AID 1236;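 active means inhibition above about 50%, limit read from the data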
Active calls of the source: *; / = not tested or not shown; [ ] = remark or other dose.

Values run as follows: Mdm2 ligase inh | KCC2 mod | PERK inh | eIF4E 4G PPI | TNF death inh | EBV gp42 inh | L929 necroptosis | Rad51 HR inh | Calpain2 inh
- Cc1nn(-c2ccccc2)c(Cl)c1C(=O)NCC(=O)O
→ -1 | 1.6 | 2.6 | -2[fluorescence artefact?] | -0.9 | -1 | 0.5 | -3 | -24
- NS(=O)(=O)c1cccc(NC(=O)c2cc(-c3cccs3)nc3ccccc23)c1
→ -12 | / | 0.2 | -1 | -11 | -1 | 2.6 | 4 | -241
- CC(CP(=O)(O)O)NC(=O)Cc1ccccc1 (stereo unspecified)
→ -10 | -0.48 | -1.4 | -3 | -1.7 | -11 | 1.0 | 3 | -7
- COC(=O)CSC1=C(C#N)C(c2ccc(Cl)cc2)C(C(=O)OC)C(=O)N1 (stereo unspecified)
→ -14 | -1.5 | -1.2 | 4[fluorescence artefact?] | -0.3 | 2 | 0.2 | / | 3
- O=C(CC1C(=O)NCCN1Cc1c(F)cccc1Cl)NC1CCCCCC1 (stereo unspecified)
→ 5 | -0.02 | -0.2 | 0 | 0.2 | -6 | 0.1 | / | -31
- Cc1ccc(/C=N/n2nnnc2N)cc1[N+](=O)[O-]
→ 4 | 0.14 | -0.5 | -2 | -2.1 | -3 | 1.0 | 1 | -8
- COCCNC(=S)N/N=C/c1ccc(OCc2ccc(C(=O)OC)cc2)c(OC)c1
→ 13 | 0.39 | 0.9 | -3 | -0.7 | -10 | -0.1 | / | -27
- COc1ccc(C2C(C#N)=C(N)N(Nc3ccccc3)C3=C2C(=O)CC(C)(C)C3)cc1C (stereo unspecified)
→ -3 | 0.77 | -0.4 | -3 | -11 | -7 | 0.2 | -6 | -109
- CCc1ccnc(NS(=O)(=O)c2ccc3c(c2)OCCO3)c1
→ -10 | -0.097 | 0.4 | 2 | -0.7 | 2 | 0.5 | 1 | -31
- CCC(C)(C)n1nnnc1C(c1cc2cc(C)cc(C)c2[nH]c1=O)N1CCN(C(=O)c2ccco2)CC1 (stereo unspecified)
→ 7 | -0.4 | 1.4 | 3[fluorescence artefact?] | -6.2 | -2 | -0.2 | 10 | -62
- CCOC(=O)C1C2C=CC3(CN(Cc4ccccc4)C(=O)C13)O2 (stereo unspecified)
→ -5 | 0.61 | 0.9 | 0 | -0.3 | -16 | -0.2 | 18 | -15
- Cc1nc(SCC(=O)c2cc3ccccc3oc2=O)c(C#N)c(-c2ccccc2)c1C(=O)Nc1ccccc1
→ -13 | -1.1 | -0.1 | -2 | -1.0 | -1 | 2.6 | 2 | -15
- Nc1cc(-c2cccc(Br)c2)nn1Cc1ccccc1
→ -9 | -2 | 0.3 | -13 | 2.7 | 20 | 1.0 | 10 | 17
- c1ccc(COc2ccc(OCCn3cncn3)cc2)cc1
→ -18 | / | 1.5 | -10 | -0.6 | -13 | -0.3 | 1 | 13
- Cc1cc(OCCSc2nnc(-c3cccs3)n2C)ccc1Cl
→ 3 | -1.3 | 0.1 | 1 | 0.4 | -17 | 1.0 | 12 | -3
- Cc1nn(CC(=O)NCc2ccco2)c(C)c1[N+](=O)[O-]
→ 0 | 0.31 | 0.8 | 12 | 3.1 | -3 | 0.6 | -18 | -2
- O=C(Cn1nc(-c2ccccc2)c2ccccc2c1=O)Nc1cccc(O)c1
→ 6 | / | -0.1 | 2 | -0.7 | -4 | -0.8 | / | 4
- Cc1ccccc1Cn1cc(NC(=O)COc2ccccc2)cn1
→ -29 | -0.94 | -0.7 | -7 | -1.9 | 13 | 0.0 | -12 | -10
- CC(C)(C)n1ncc2c(=O)n(CC(=O)NCCc3ccccc3)cnc21
→ -21 | -1.1 | 0.8 | -5 | 0.3 | 5 | 0.5 | 1 | 18
- CC(=O)Nc1ccc(S(=O)(=O)NCc2cn3ccsc3n2)cc1
→ -3 | 1.1 | -0.3 | 5[fluorescence artefact?] | 0.8 | -3 | 0.5 | 5 | -10

Carrying on:
Values run as follows: Mdm2 ligase inh | KCC2 mod | PERK inh | eIF4E 4G PPI | TNF death inh | EBV gp42 inh | L929 necroptosis | Rad51 HR inh | Calpain2 inh
- CC1CCN(C(c2cccs2)c2nnnn2Cc2ccccc2)CC1 (stereo unspecified)
→ -18 | -1.6 | -1.5 | 11 | -0.3 | -21 | -0.7 | -8 | 2
- CN(C)Cc1nnnn1-c1cccc(-n2nnnc2CN(C)C)c1
→ -2 | 0.21 | -1.0 | -8 | -0.8 | -3 | 1.0 | 1 | 3
- CC(=O)c1cnc(N2CCCCC2)nc1C
→ -12 | -0.1 | 1.0 | -7 | -0.8 | -9 | 1.6 | -2 | -18
- COc1ccc(CCCc2nnc(SCC(=O)Nc3ccccc3F)o2)cc1
→ 10 | -0.059 | 0.8 | 3 | 2.9 | -4 | 3.9 | -9 | 8
- CC(=O)N(Cc1ccccc1)c1ncc2c(n1)c(=O)c(C#N)c1ccccn12
→ -6 | / | 0.0 | / | -0.5 | 32 | -0.9 | 6 | -496
- CSc1nc(C)c(Cc2ccccc2)c(=O)[nH]1
→ -5 | 0.81 | -0.2 | 0 | 0.5 | -29 | 2.8 | 3 | -25
- CSc1nsc(SC)c1NC(=O)OCc1ccccc1
→ -4 | -2 | 1.2 | 1 | 0.0 | -10 | 0.2 | 3 | -10
- COc1ccc(Nc2cc(C)c3ccc(O)cc3n2)cc1
→ -14 | -2.8 | -1.7 | 8 | 1.3 | -15 | 1.5 | 12 | 4
- CCN1CCN(c2cc(C)c3cc(NC(=S)N4CCN(c5ccccc5)CC4)ccc3n2)CC1
→ -10 | 0.56 | -0.6 | -6 | -12 | -2 | 15 | 8 | -89
- COC(=O)c1ccccc1NC(=O)Nc1cccnc1
→ -4 | 1.2 | 0.1 | 1[fluorescence artefact?] | 0.0 | -13 | 0.8 | -3 | -34
- COc1ccc(C)cc1NC(=O)CN(c1ccccc1F)S(C)(=O)=O
→ 14 | / | 0.0 | 6 | 0.4 | -11 | -0.6 | / | -14
- CC1CCC(C(=O)NC(C(=O)N2CCc3ccccc3C2)C(C)C)CC1 (stereo unspecified)
→ -8 | -0.04 | -0.4 | -2 | -2.5 | -20 | 0.1 | 6 | 15
- COC(=O)CNC(=O)c1cn(CC(C)C)c(=O)c2cc(OC)c(OC)cc12
→ -15 | / | 0.9 | 2 | 0.0 | 2 | -0.1 | -3 | -14
- Cc1cc([N+](=O)[O-])nn1CC(=O)Nc1cc(F)ccc1F
→ 0 | 0.42 | -0.8 | 2 | 0.8 | -4 | -1.0 | -2 | 20
- CCOCCCNC(=O)c1c[nH]c2ccc(OCC)cc2c1=O
→ -10 | -0.29 | 0.5 | 2 | -4.1 | -9 | 0.4 | 6 | -6
- CC(=O)NCc1cc(-c2nn(C)c(=O)c3ccccc23)ccc1C
→ -9 | / | -2.3 | 5[fluorescence artefact?] | -1.0 | 2 | 0.2 | -2 | 1
- C(=N\N(Cc1ccccc1)c1ccccc1)/c1ccco1
→ -2 | -0.0057 | 0.4 | -1 | -1.0 | -11 | 0.5 | 2 | -3
- O=S(=O)(Nc1nc(-c2sccc2Cl)cs1)c1cc(Cl)ccc1Cl
→ -53 | / | 1.1 | 9[fluorescence artefact?] | -2.2 | 0 | 0.1 | 1 | 54*
- CCOC(=O)C1(P(=O)(c2ccccc2)c2ccccc2)CCC1
→ -13 | -0.17 | -0.3 | -2 | -0.8 | -7 | -0.2 | 0 | -16
- COCCNC(=O)CN(Cc1cccs1)C(=O)CCC(=O)Nc1nccs1
→ 1 | 0.85 | -0.5 | -1 | 0.6 | -24 | 2.5 | -15 | -32

Following part
Values run as follows: Mdm2 ligase inh | KCC2 mod | PERK inh | eIF4E 4G PPI | TNF death inh | EBV gp42 inh | L929 necroptosis | Rad51 HR inh | Calpain2 inh
- COc1cc(NC(=O)C2CCCN2S(=O)(=O)c2cccc3cccnc23)cc(OC)c1OC (stereo unspecified)
→ -6 | 0.5 | 0.3 | -2 | -1.7 | -22 | 6.6 | / | -11
- CCCCc1c(O)n2c(nc3ccccc32)[nH]c1=O
→ -5 | -0.89 | 0.6 | -8[fluorescence artefact?] | -0.3 | -16 | 0.5 | -4 | -14
- Cc1ccc(N2CCCn3c2cc(C)c(C#N)c3=O)cc1C
→ -7 | 0.38 | 0.1 | 1[fluorescence artefact?] | -2.1 | -9 | -0.3 | 0 | -1
- O=c1[nH]c(SCc2cccc(Cl)c2)nc2ccccc12
→ -7 | 2.4 | -0.5 | 1 | 0.3 | -8 | 2.9 | 4 | 11
- CC(=O)Nc1ccc(N=Nc2ccccc2)cc1
→ -7 | -1.7 | 1.5 | 15[fluorescence artefact?] | 0.7 | -15 | -0.4 | 5 | 18
- O=C(Nc1ccccc1Cl)Nc1ccccc1Cl
→ -6 | -0.014 | -0.3 | -7 | 3.4 | -6 | 1.9 | 16 | -5
- Cn1c(-c2ccc(F)cc2)cnc1NCc1ccc(F)cc1
→ / | -0.023 | -0.8 | -7 | 2.6 | 7 | 0.3 | 10 | 12
- O=S1(=O)CCN2N=C(C3CC3)SC2=N1
→ -8 | 0.78 | 0.8 | -5 | 0.2 | -2 | 0.8 | / | -3
- CCOc1ccc(OCC)c(S(=O)(=O)N2CCCCC2)c1
→ -13 | -0.93 | 0.3 | 3 | 1.2 | -3 | 0.7 | -19 | 14
- COc1ccc(/C=C2\N=C(SC)N(c3ccccc3OC)C2=O)cc1
→ -8 | -0.42 | 1.3 | 1 | -7.4 | -14 | 32 | 0 | 6
- O=S(=O)(c1ccc(Cl)cc1)N1CCCC1c1nc(-c2ccc(Cl)cc2)no1 (stereo unspecified)
→ -19 | / | -0.7 | -6 | -4.2 | -18 | 0.1 | 1 | 23
- Cc1cc(C(=O)N/N=C/c2cc([N+](=O)[O-])cc(C)c2O)n[nH]1
→ -8 | 0.16 | 0.9 | -1[fluorescence artefact?] | -3.2 | -6 | 1.0 | 6 | -7
- CCC(=O)Nc1ccc(C=C(C(C)=O)C(C)=O)cc1
→ -19 | 0.22 | 0.6 | 2 | -13 | -2 | -1.7 | -5 | -20
- CC(C)Oc1cccc(C(=O)Nc2ccc(Br)cc2F)c1
→ -29 | 0.47 | 1.0 | -1 | 4.6 | -3 | 1.3 | 5 | 8
- CC1(C)OC2OC(C(=O)N/N=C/c3ccccc3F)C3OC(C)(C)OC3C2O1 (stereo unspecified)
→ -10 | 2.4 | -0.3 | 1 | -0.6 | -11 | / | -6 | 14
- NC1=C(Br)C(=O)c2ccccc2C1=O
→ -10 | -0.049 | 0.7 | -3 | -1.1 | -7 | 0.8 | 17 | 8
- CCN(CC)C(=O)/C(=C\c1ccc2c(c1)OCO2)NC(=O)c1ccc(Br)cc1
→ -7 | / | 0.5 | 1 | -4.0 | 0 | -0.2 | / | 6
- COc1ccc(Br)cc1CNC(=O)C1CCN(S(=O)(=O)N2CCCCC2)CC1
→ -3 | / | 0.2 | 2[fluorescence artefact?] | 1.3 | 9 | 5.4 | 3 | 2
- O=C(COc1ccc([N+](=O)[O-])cc1)N/N=C/c1ccccn1
→ -6 | 1 | 1.1 | -5 | -2.5 | -9 | -0.2 | -2 | 12

2 compounds picked at random from those above, as already listed:
Values run as follows: Mdm2 ligase inh | KCC2 mod | PERK inh | eIF4E 4G PPI | TNF death inh | EBV gp42 inh | L929 necroptosis | Rad51 HR inh | Calpain2 inh
- CC(C)Oc1cccc(C(=O)Nc2ccc(Br)cc2F)c1
→ -29 | 0.47 | 1.0 | -1 | 4.6 | -3 | 1.3 | 5 | 8
- O=C(COc1ccc([N+](=O)[O-])cc1)N/N=C/c1ccccn1
→ -6 | 1 | 1.1 | -5 | -2.5 | -9 | -0.2 | -2 | 12

Source: PubChem BioAssay (several laboratories)
